Screening data (PubChem)
ZTA counter – ZTA (EBV) inhibition in EBNA-1 counter-screen | ZTA-DNA binding, fluorescence polarization | AID 2234 | inhibition, % at 11 µM | 320,000 compounds, 0.15% hits | P03206; in the data active = inhibition above about 33%
CR mimetic SO – yeast age-related superoxide inhibition as caloric restriction mimetic. S. cerevisiae aged cells, superoxide DHE fluorescence; hits give low values. 330,000 compounds, 0.18% hits. superoxide response (% of plate mean), % at 10 µM;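 active = superoxide response under a set limit, about three screen SD below normal, cut at about 65% in these data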;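 also: yeast aged for seven days with compound at 30 °C before DHE staining; 100% = average MFI of all compound-treated wells on the plate with controls excluded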
MEX-5 binding – C. elegans MEX-5 TCR-2 RNA binding activity; Q9XUB2; 300,000 compounds, 0.38% hits; activity score (negative = inhibition of binding), % at 10 µM; MEX-5/FITC-TCR2 RNA binding, fluorescence polarization; hits give low values;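 active = inhibition past about -25% in most replicates, and total fluorescence under double the plate's negative control median, limit read from the data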;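 also: 0% = DMSO and -100% = 5 µM competing unlabeled TCR2 RNA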
Fam108B inh – blocks mouse Fam108B hydrolase in RBBP9 counter-screen | recombinant Fam108B, FP-Rh probe fluorescence polarization | 300,000 compounds, 0.33% hits | inhibition, % at 9.51 µM | AID 1947;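 active = inhibition above the screen mean inhibition plus 3 SD, computed separately per campaign, cut at about 18% in these data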;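 also: inhibitors lower polarization as less probe binds the enzyme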
MCL1-BIM inh – inhibitors of human MCL1 binding to BIM-BH3 peptide. Q07820. GST-MCL1 / FITC-Bim-BH3 fluorescence polarization. inhibition, % at 10.9 µM. 320,000 compounds, 0.68% hits;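 active = inhibition above the mean inhibition of all tested compounds plus 3 SD, set per campaign, cut at about 40% in these data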;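 also: 0% = DMSO wells and 100% = unlabeled Bim-BH3 peptide control; higher means more loss of mP so more displacement of Bim peptide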
Target sequence (Q07820 whole entry, looked up): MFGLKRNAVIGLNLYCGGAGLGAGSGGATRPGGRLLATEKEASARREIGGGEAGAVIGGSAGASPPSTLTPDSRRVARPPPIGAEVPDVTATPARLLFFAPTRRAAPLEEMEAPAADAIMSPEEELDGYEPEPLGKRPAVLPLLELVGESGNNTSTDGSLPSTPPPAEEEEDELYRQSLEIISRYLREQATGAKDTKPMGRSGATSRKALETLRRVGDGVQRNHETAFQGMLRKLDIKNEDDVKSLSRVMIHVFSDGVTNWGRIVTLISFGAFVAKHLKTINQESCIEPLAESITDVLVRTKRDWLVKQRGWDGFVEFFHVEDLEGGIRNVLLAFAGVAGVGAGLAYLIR
Efflux pump mplx – blocks antifungal efflux pumps in multiplex yeast assay; S. cerevisiae Candida pump triplex, Nile Red efflux; inhibition, % at 10 µM; 330,000 compounds, 0.44% hits;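 active = plate passing quality check with inhibition over a set limit, or well fluorescence over plate mean plus 4 SD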;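 also: Nile Red retained in pooled yeast measured as flow cytometry median fluorescence; 0% = buffer negative control and 100% = Enniatin B positive control; higher means more Nile Red kept so more efflux inhibition; some compounds called inactive have numbers as strong as hits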
Bcl-xL primary – inhibitors of human Bcl-xL | Q07817 | GST-Bcl-xL / FITC-Bim BH3 peptide fluorescence polarization | inhibition, % at 10.9 µM | 320,000 compounds, 0.7% hits;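 active = inhibition above the mean of all tested compounds plus 3 SD, cutoff set per campaign, cut at about 30% in these data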;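 also: 0% = DMSO wells and 100% = unlabeled Bim-BH3 peptide competitor; inhibitors lower millipolarization by displacing the labeled peptide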
Target sequence (Q07817 whole entry, looked up): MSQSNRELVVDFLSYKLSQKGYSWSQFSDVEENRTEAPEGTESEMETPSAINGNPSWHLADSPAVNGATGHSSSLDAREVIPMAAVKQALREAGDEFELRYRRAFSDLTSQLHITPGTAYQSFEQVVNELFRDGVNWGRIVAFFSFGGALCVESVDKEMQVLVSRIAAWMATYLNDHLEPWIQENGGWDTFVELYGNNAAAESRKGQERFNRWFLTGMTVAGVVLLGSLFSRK
GLD-1 TGE inh – GLD-1-TGE RNA interaction inhibition (C. elegans); 320,000 compounds, 0.44% hits; purified GLD-1 + fluorescein TGE RNA, fluorescence polarization; inhibition, % at 5.96 µM; Q17339; AID 2280;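 active = percent inhibition above a per-plate cutoff, the plate mean of test compounds plus 3 SD, cut at about 30% in these data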;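 also: 0% = DMSO wells with GLD-1 and probe and 100% = wells lacking GLD-1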
Target sequence (Q17339 whole entry, looked up): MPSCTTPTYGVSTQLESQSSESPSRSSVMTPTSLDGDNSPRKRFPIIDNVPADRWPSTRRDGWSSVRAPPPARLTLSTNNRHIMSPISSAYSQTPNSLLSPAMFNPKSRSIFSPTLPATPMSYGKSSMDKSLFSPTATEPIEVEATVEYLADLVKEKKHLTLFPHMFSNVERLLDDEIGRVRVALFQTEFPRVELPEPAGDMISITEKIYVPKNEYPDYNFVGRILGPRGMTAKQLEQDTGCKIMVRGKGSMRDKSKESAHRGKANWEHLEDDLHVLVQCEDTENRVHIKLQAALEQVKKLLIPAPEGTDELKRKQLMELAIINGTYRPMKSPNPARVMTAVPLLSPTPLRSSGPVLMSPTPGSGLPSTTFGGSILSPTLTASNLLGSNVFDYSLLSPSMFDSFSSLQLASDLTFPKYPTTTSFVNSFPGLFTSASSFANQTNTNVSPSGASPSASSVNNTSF
EBNA-1 inh – blocks EBNA-1 binding to DNA | EBNA-1 DNA binding, fluorescence polarization | inhibition, % at 14.8 µM | 300,000 compounds, 0.34% hits | AID 1950; in the data active = inhibition above about 28%
Active calls of the source: *; i = inactive; / = not tested or not shown.

SMILES	ZTA counter	CR mimetic SO	MEX-5 binding	Fam108B inh	MCL1-BIM inh	Efflux pump mplx	Bcl-xL primary	GLD-1 TGE inh	EBNA-1 inh
Cc1ccc(N(C(C)C(=O)N2CCCCC2)S(C)(=O)=O)cc1C (stereo not given)	0.8	98.0	1.8	-2.3	1.5	0.1	1.7	2.4	-10.8
COc1ccc(/C=N/Nc2nc(-c3cccc(S(=O)(=O)N4CCCC4)c3)cs2)c(OC)c1	1.2	108.2	-0.7	6.8	-5.0	-0.3	-0.6	2.1	-4.5
CCc1cc(/C(Cc2ccc3ccccc3n2)=N\O)c(O)cc1O	-15.2	99.1	-2.4	25.2*	-3.4	0.0	-7.8	7.9	-3.2
S=C(c1c[nH]c2ccccc12)N1CCCC1	5.0	82.2	1.5	2.3	1.1	0.0	4.4	2.0	18.1
COc1cc(CC(=O)OCC(=O)c2ccc3c(c2)OCCO3)cc(OC)c1OC	-7.8	92.0	1.6	-1.3	-2.8	0.0	1.6	1.2	4.8
COc1cc(OC)cc(C(=O)NNC(=O)c2ccc(S(=O)(=O)N3CC(C)OC(C)C3)cc2)c1 (stereo not given)	-6.7	90.6	1.9	0.1	7.1	0.1	3.3	-1.1	5.8
CCn1c(C)c(C(C)=O)c(N2CCN(c3ccccn3)CC2)nc1=S	-9.7	97.0	-4.4	1.1	10.9	0.0	5.2	9.6	-4.9
Cc1cccc(C(=O)NCCC(=O)NCc2ccccc2F)c1	4.8	101.5	/	/	-5.3	0.0	-1.5	5.1	/
CCN(CC)C(=O)CSc1nc2ncc(Cl)cc2[nH]1	-14.7	100.7	0.3	1.6	0.0	0.1	-4.8	-1.0	0.7
O=C(c1cc(-c2ccc(Cl)cc2)n[nH]1)N1CCN(C(=O)c2ccco2)CC1	-8.7	121.4	2.7	-4.7	3.9	-0.2	1.4	1.6	10.2
COC(=O)C1CSC(C(=O)OC)N1C(=O)CN1CCN(c2ccccc2)CC1 (stereo not given)	2.7	94.0	3.9	6.3	0.5	-0.1	5.6	3.0	-6.2
O=C(Nc1ncc(Cc2cccc(Cl)c2)s1)c1ccc([N+](=O)[O-])cc1	5.9	106.2	-0.5	4.3	1.7	0.3	1.1	-0.2	-5.8
O=C(CCCc1c[nH]c2ccccc12)N1CCCCCC1	-2.1	104.8	2.2	3.2	-7.3	0.1	-3.6	2.1	-7.9
COc1cccc(C(=O)C2=NN(C(C)=O)CC2c2ccco2)c1 (stereo not given)	-8.3	96.6	-0.2	-6.2	0.8	0.2	-6.4	-3.5	12.4
CCOC(=O)CNC(=O)C12CC3CC(CC(C3)C1)C2	17.5	106.3	3.0	-3.5	-3.2	0.0	5.3	4.2	-2.9
Cc1ccc(S(=O)(=O)Nc2csc(C)c2C(=O)O)cc1	4.8	112.0	-4.6	47.4*	25.8	0.0	5.4	4.8	0.6
CS(=O)(=O)N1CCN(c2ccccc2NC(=O)Cc2ccc(Cl)cc2)CC1	-2.3	100.7	0.2	5.7	8.8	0.1	3.9	-6.1	-4.0
COc1ccc(CSc2nnnn2Cc2ccccc2)cc1OC	-9.6	86.1	1.2	1.8	2.5	0.0	3.2	0.3	6.9
CSc1nc(O)c(Nc2cccc(Cl)c2)c(=O)[nH]1	4.3	94.0	0.6	-0.1	-9.1	-0.1	-4.5	2.7	8.0
CC(C)c1ccccc1OCC(O)CN1CCN(S(=O)(=O)c2ccc([N+](=O)[O-])cc2)CC1 (stereo not given)	-11.8	138.4	-1.9	-0.3	0.1	-0.1	1.7	5.3	-6.2
Cn1c(=O)c2c(ncn2CC(=O)Nc2nc(-c3ccccc3Cl)cs2)n(C)c1=O	-8.6	91.9	-0.5	1.4	7.5	0.0	-1.8	6.4	27.5*
CCOc1ccc(-n2c(SCc3ccc([N+](=O)[O-])cc3)nnc2-c2ccc(OC)cc2)cc1	-8.1	101.7	2.3	-6.8	-6.7	-0.2	-0.7	-0.1	-3.1
CCNc1c(NC(=O)COc2ccc(Cl)cc2)c(=O)oc2ccccc12	7.1	99.5	-1.5	-1.6	12.6	-0.1	3.2	-1.5	-7.0
Cc1ccc(N2C(=O)c3ccccc3C2=O)nc1	-16.8	101.2	-0.5	-4.6	-5.7	-0.1	-2.4	0.1	-13.2
O=C(CSc1nc(O)cc(=O)n1-c1ccccc1)NCc1ccccc1	2.5	81.1	0.1	2.3	1.5	0.2	2.4	5.1	-4.7
O=C(C1=NN[C@@H]2C(=O)N(Cc3ccccc3)C(=O)[C@H]12)c1ccc([N+](=O)[O-])cc1	6.1	108.8	0.5	-0.6	0.9	0.1	3.4	5.3	-3.1
CC1(C)Cc2c(sc(NC(=O)COc3ccc(Cl)cc3Cl)c2C(N)=O)C(C)(C)N1	-0.3	105.9	-1.5	-1.6	8.7	0.6*	-2.2	5.0	8.7
Cn1c(SCC2CCCCC2)nnc1-c1ccncc1	0.9	104.4	1.3	-2.2	0.8	-0.1	-0.6	2.5	-1.9
Nc1cc2nsnc2cc1Br	67.6*	122.1	-1.8	71.2*	41.5*	-0.1	42.5*	10.9	0.0
O=C(Oc1cccnc1)c1cc2ccccc2oc1=O	8.0	99.2	-4.2	-0.1	7.0	0.0	15.2	3.5	2.2
CN(C)S(=O)(=O)Nc1cc(Cl)cc(Cl)c1	22.0	106.8	0.5	-1.3	-3.0	-0.1	-4.1	-2.5	13.6
CCN(CC)S(=O)(=O)c1ccc(N2CCCC2)c(NC(=O)c2ccc(OC)cc2OC)c1	-3.7	103.3	-0.5	1.1	8.9	0.0	5.8	0.3	-13.9
O=C(CN1C(=O)c2ccccc2C1=O)NCCc1c[nH]c2ccc(Cl)cc12	6.4	97.9	0.5	2.0	-0.8	0.0	2.5	5.5	16.7
CC(C)c1nc2ccccn2c1NC1CCCCC1	9.9	104.2	0.1	0.8	-0.1	0.0	-0.5	-3.7	5.7
O=C(NC1CCN(C(=O)NC2CCCCC2)CC1)c1cccc(F)c1	3.7	103.1	-0.1	-2.9	-1.8	-0.7	0.8	-1.0	2.5
CC1(C)Cc2nc3sc4c(NCCO)ncnc4c3cc2CS1	10.6	98.5	0.5	-2.4	7.8	0.1	5.8	2.0	0.6
COc1ccc(C2=NOC(C(=O)Nc3ccc4c(c3)OCCO4)C2)c(OC)c1 (stereo not given)	-11.2	106.3	-2.0	6.4	-0.3	-0.1	3.5	5.6	-8.2
O=C1/C(=C\c2ccco2)SC(=S)N1c1ccccc1	11.0	93.3	-1.5	4.0	18.8	-0.6	10.9	1.1	5.7
O=C(NCc1ccccc1Cl)C1CCC(CNc2c(N3CCCCC3)c(=O)c2=O)CC1 (stereo not given)	-8.6	104.9	0.7	-5.7	0.8	-0.4	5.8	7.7	-0.5
CCN(CC)C(=O)C(=O)Nc1ccc(OC)c(Cl)c1	13.2	97.5	0.5	-0.8	-3.9	0.0	-2.3	3.9	4.6
O=S(=O)(NCC1CCCO1)c1cnc(Cl)c(Br)c1 (stereo not given)	9.8	93.8	-0.5	1.1	2.3	0.0	3.9	6.1	8.9
Cc1cccc(N2C(=O)CS/C2=N\NC(=O)c2ccc(Br)cc2)c1C	4.8	93.3	3.0	-2.1	3.3	-0.1	5.7	-3.7	8.6
Cc1c(Cl)cccc1NC(=O)CCC(=O)NNC(=O)c1ccccc1	-12.8	97.1	/	4.5	12.1	-0.1	4.2	-0.2	-1.0
CCN1C(=O)/C(=C/c2cccs2)SC1=Nc1ccc(OC)cc1	15.8	105.9	0.4	-4.4	1.5	0.0	7.1	1.8	-10.6
COc1ccc(C(=O)Nc2cc(C)on2)cc1S(=O)(=O)N1CC(c2ccccc2)CC1=O (stereo not given)	-8.0	102.6	-0.6	0.4	0.6	0.0	12.5	2.9	9.7
CN(C(=O)COC(=O)c1c2c(nc3ccccc13)/C(=C/c1cccc([N+](=O)[O-])c1)CCC2)C1CCS(=O)(=O)C1 (stereo not given)	-6.9	92.5	2.2	-7.5	-15.4	0.0	-9.2	4.2	-2.4
CS(=O)(=O)c1ccc(Cl)c(NC(=O)COC(=O)CNC(=O)c2cccs2)c1	-4.5	81.1	-1.6	2.3	-4.4	-0.1	-4.6	6.8	4.9
CC(OC(=O)CC1CCCC1)C(=O)Nc1ccc(Cl)cn1 (stereo not given)	4.6	107.5	-1.1	0.1	2.0	0.0	2.3	-2.7	-1.7
Cc1csc(NC(=O)C2CCN(S(=O)(=O)c3cccs3)CC2)n1	-15.1	104.6	-0.2	-2.8	-3.0	-0.1	-6.7	6.5	-2.3
Cc1ccc(N2C(=O)NC(NC(=O)C3CC3)(C(F)(F)F)C2=O)cc1 (stereo not given)	-5.9	98.2	-4.2	3.2	7.0	-4.3	6.8	3.0	-8.0
CCOC(=O)N(Cc1ccccc1)Cc1ccc(C(=O)N[C@@H](Cc2ccccc2)C(=O)O)cc1	-2.1	95.0	-0.4	3.0	1.1	0.2	4.7	12.0	4.0
CSc1ncccc1C(=O)N1CCN(C(=O)c2ccccc2)CC1	-5.3	106.3	-0.3	1.9	4.9	-0.1	7.4	4.8	7.3
O=[N+]([O-])c1cccc2c(N3CCOCC3)ccnc12	-5.0	136.0	0.0	-2.5	-1.1	0.1	-0.1	2.4	-4.8
CCc1nc(SCC(=O)Nc2cccc(C(F)(F)F)c2)c2c(=O)n(C)c(=O)n(C)c2n1	-10.5	130.9	3.2	-6.6	3.0	0.2	1.0	-9.4	8.1
COc1ccc(N/C=C(\C#N)c2ccc(OCCCF)cc2)cc1	-17.3	90.3	1.2	3.3	-2.6	0.1	2.1	0.0	26.2
COc1ccc(C2CC(c3ccc(Cl)c(Cl)c3)Nc3nc(N)nn32)cc1 (stereo not given)	6.6	95.7	-3.8	0.7	5.8	0.2	12.5	5.7	6.2
CCS(=O)(=O)N1CCN(C(=O)c2ccccc2[N+](=O)[O-])CC1	5.4	121.6	-3.1	0.5	0.3	0.2	-6.6	-5.0	-11.3
CCOc1ccc2nc(NC(=O)/C=C/c3ccc4c(c3)OCO4)sc2c1	5.0	98.9	1.5	-21.0	-1.9	0.1	4.0	4.1	4.3
Cc1ccc(S(=O)(=O)n2cnc3ccccc32)c(C)c1	-3.1	102.3	-0.5	3.3	-0.9	0.2	0.3	8.1	-8.8
O=C1C2C3CC(C2C(=O)N1c1cccc(Cl)c1)[C@H](O)C3O (stereo not given in full)	2.3	i	-1.2	1.9	-4.7	-0.1	3.5	5.9	11.9

Remaining list, next part.
SMILES	ZTA counter	CR mimetic SO	MEX-5 binding	Fam108B inh	MCL1-BIM inh	Efflux pump mplx	Bcl-xL primary	GLD-1 TGE inh	EBNA-1 inh
COc1ccc(C(=O)NCCCCCC(=O)N/N=C/c2ccco2)cc1OC	-9.7	112.7	0.9	10.4	-6.6	-0.1	-1.7	-2.0	-3.9
NC(=O)CN(c1ccc(Oc2ccccc2)cc1)S(=O)(=O)c1ccccc1	10.1	110.8	-0.8	-0.5	-4.4	0.1	-0.9	-3.0	7.4
CCOC(=O)c1cnc(-n2nc(C)cc2C)nc1NNc1cc(-c2ccccc2)nc(C)n1	-1.7	100.5	-0.3	-4.5	-1.4	0.5	-1.0	-5.1	4.1
CC(C)CCN(C(=O)Nc1ccccc1)C(C)c1cccs1 (stereo not given)	-5.6	90.8	/	4.3	-2.3	-0.1	-1.4	9.2	-1.1

Look-ups from above.
CC(C)CCN(C(=O)Nc1ccccc1)C(C)c1cccs1 (stereo not given) in ZTA counter → -5.6
NC(=O)CN(c1ccc(Oc2ccccc2)cc1)S(=O)(=O)c1ccccc1 in Fam108B inh → -0.5
